# Screening results as filed in PubChem BioAssay.
# PI5P4K alpha inh: inhibitors of human PI5P4K alpha | PI5P4Kalpha enzyme, ADP-Glo luminescence, 60 min; hits give low values | 330,000 tested, 1.2% active | max response, %; active means max response of -50% or lower; inconclusive means between -30% and -50%; inactive means -30% or higher; further: value at the top dose of about 77 µM; on the % scale 0 is the no-effect control and ±100 the full control effect
# Target sequence (P48426 whole entry, looked up): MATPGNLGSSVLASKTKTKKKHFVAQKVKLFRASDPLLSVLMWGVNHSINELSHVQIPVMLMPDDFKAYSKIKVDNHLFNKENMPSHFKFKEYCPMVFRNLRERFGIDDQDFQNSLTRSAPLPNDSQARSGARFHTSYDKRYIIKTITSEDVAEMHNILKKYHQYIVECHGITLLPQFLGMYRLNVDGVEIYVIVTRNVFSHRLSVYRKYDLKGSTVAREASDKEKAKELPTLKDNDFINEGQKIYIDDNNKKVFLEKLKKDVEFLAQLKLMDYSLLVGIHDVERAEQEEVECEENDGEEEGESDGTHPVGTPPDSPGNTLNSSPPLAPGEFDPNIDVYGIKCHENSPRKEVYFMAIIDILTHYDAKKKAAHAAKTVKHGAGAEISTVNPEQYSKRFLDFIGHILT
#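 Controls without substrate or without enzyme flank wells where PI5P4Kalpha converts substrate using 5 microM ATP (final). Incubation lasts 60 minutes at room temperature; ADP formed is read by ADP-Glo luminescence.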
# IL2 activator: activators of IL-2 | 360,000 tested, 0.065% active | IL-2 activation reporter assay, cell-based qHTS; stimulated with anti-CD3/CD4/CD28 beads; in transgenic mouse T cells | AID 652025 | activation, % (series mostly up to about 46 µM); in the data active means activation above about 50%; inconclusive means mostly about 30% to 49%; further: 0% is about no effect
#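 Readout: EGFP and DsRed signals by fluorescent plate cytometry. Unstimulated transgenic mouse T cells received compound 60 min before antibody-bead stimulation, then incubated 18 h at 37 degrees C.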
# WRN inhibitor: inhibitors of human WRN helicase; WRN helicase unwinding, fluorescent forked duplex, kinetic; Q14191; 360,000 tested, 0.46% active; Potency, µM (titrated, usually from 114 µM), for the others: at the top dose activity change, negative = inhibition, usual class: inhibitors; further: potency means the concentration at half of the fitted maximal effect; on the % scale 0 is the no-effect control and ±100 the full control effect; nearly all actives have a fitted effect of over 55% in size
#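 Enzyme (20 nM final) and test compound sit together 15 min at room temperature before substrate addition. Substrate is a single-forked duplex oligonucleotide (100 nM) labelled with fluorophore and quencher, with 2 mM ATP; helicase unwinding raises red fluorescence, read kinetically.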
# EPAC1 ag: EPAC1 (human) agonism; EPAC1 agonist qHTS, biochemical assay; response scale: 100% = response to 6.5 mM cAMP; AID 720707; 360,000 tested, 0.073% active; O95398; Potency, µM (titrated, usually from 154 µM), inactives show top-dose activation, usual class: activators; further: potency means the concentration at half of the fitted maximal effect; nearly all actives have a fitted effect of over 60% in size
#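 Read-out is the fluorescence drop as BODIPY-GDP leaves Rap1B (480 nm excitation, 540 nm emission), recorded every 5 minutes over 30 minutes. Reactions held 100 nM EPAC1, 250 nM Rap1B–BODIPY-GDP and 50 uM GDP, with 6.5 mM cAMP setting full activation.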
# EPAC1 antag: antagonists of human EPAC1; 360,000 tested, 0.14% active; Potency, µM (highest dose often 115 µM), for inactives: at the top dose activity change, negative = inhibition, most hits filed as inhibitors; O95398; EPAC1 GEF assay, Rap1b-BODIPY-GDP exchange fluorescence;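 further: potency means the concentration at half of the fitted maximal effect; plate controls were vehicle for no effect and positive control for full effect; nearly all actives have a fitted effect of over 50% in size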
# FUS yeast rescue: FUS proteinopathy suppression in yeast; S. cerevisiae FUS-expressing, growth rescue, OD600, 24 h; Potency, µM (highest dose often 76.6 µM), inactives show top-dose growth rescue (activation), hits mostly activators; 390,000 tested, 0.24% active;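 further: potency means the concentration at half of the fitted maximal effect; plate controls were DMSO vehicle for no effect and reference control for full effect; nearly all actives have a fitted effect of over 55% in size; some results filed as inactive show a strong effect at the top dose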
#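 Absorbance at 600 nm, taken 24hr after compound addition, measured rescue of FUS-yeast growth at 30C. Induction used 2% galactose with seeding at OD 0.005. Controls: CP55940 from 92uM final, DMSO only.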
# Abeta yeast res: compounds reversing amyloid beta toxicity in yeast | yeast expressing A-beta42, growth rescue, OD600, 48 h; response scale: 0% DMSO, 100% iron-clioquinol control | 410,000 tested, 0.063% active | Potency, µM (highest dose often 46.1 µM), for inactives: top-dose growth rescue, most hits filed as activators; further: potency means the concentration at half of the fitted maximal effect; nearly all actives have a fitted effect of over 55% in size
#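 Yeast growth medium received pinned compounds, then yeast cells expressing toxic A-beta were added; plates incubated at 30 C for 48 hr. Growth read as absorbance at 600 nm, normalized to DMSO and equimolar FeCl3 plus clioquinol controls.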
# PLK1 PBD block: PLK1 (human) polo-box domain binding inhibition; Potency, µM, for inactives: max response, negative = inhibition, hits mostly inhibitors; 360,000 tested, 2.8% active; P53350; Plk1 PBD binding of FITC phosphopeptide, fluorescence polarization; further: potency means the concentration at half of the fitted maximal effect; series mostly up to about 57 µM; on the % scale 0 is the no-effect control and ±100 the full control effect; nearly all actives have a fitted effect of over 65% in size
# Target sequence (P53350 whole entry, looked up, the tested form may be a part): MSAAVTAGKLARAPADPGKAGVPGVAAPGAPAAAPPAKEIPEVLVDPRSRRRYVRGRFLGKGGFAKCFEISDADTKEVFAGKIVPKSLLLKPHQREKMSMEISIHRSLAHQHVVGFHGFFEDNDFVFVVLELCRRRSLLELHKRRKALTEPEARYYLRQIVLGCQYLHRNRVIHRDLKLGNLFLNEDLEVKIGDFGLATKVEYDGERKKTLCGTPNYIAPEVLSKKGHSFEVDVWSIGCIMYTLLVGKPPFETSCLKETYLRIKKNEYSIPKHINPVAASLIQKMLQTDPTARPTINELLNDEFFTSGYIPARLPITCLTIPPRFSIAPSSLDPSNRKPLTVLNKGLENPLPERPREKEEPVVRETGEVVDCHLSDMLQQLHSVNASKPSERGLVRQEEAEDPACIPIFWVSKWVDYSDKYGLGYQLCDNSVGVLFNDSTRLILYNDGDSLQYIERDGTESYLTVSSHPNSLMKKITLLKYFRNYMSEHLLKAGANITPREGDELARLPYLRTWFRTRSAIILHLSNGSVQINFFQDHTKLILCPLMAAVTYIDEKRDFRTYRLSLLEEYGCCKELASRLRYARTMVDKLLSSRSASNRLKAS
# The depositor's hits bear a star; ? = inconclusive; · = no result given; [ ] = remark or other dose. Unless noted, the call rests on the fitted dose curve; in most records, active means well fitted curve in the direction sought with a large enough effect; inconclusive means small, poorly fitted or top-dose-only effect, or another doubt; inactive means no such curve, though single readings can be large; an effect the other way counts as inactive or inconclusive.
SMILES,PI5P4K alpha inh,IL2 activator,WRN inhibitor,EPAC1 ag,EPAC1 antag,FUS yeast rescue,Abeta yeast res,PLK1 PBD block
Cc1ccc(N2CCN(C3=NC(=O)/C(=C\c4cn[nH]c4-c4ccccc4)S3)CC2)cc1,-25,-2.2,6%,-15%,-9%,10%,-8%,0%
C/C(=N\NC(=O)c1ccco1)c1ccc(C(=O)O)s1,-7,2.5,5%,4%,-13%,7%,11%,-5%
COCc1c(C(=O)Nc2cccc(S(=O)(=O)N3CCCCC3)c2)oc2ccccc12,7,-0.1,-27%,11%,?,1%,10%,-8%
Cc1cc(/C=N/n2cnnc2)c(C)n1-c1ccccc1,2,-0.1,3%,-11%,6%,-4%,-5%,0%
CC1CN(c2ccc(S(=O)(=O)N3CCCC3)cn2)CC(C)O1 (stereo not drawn),1,1.6,8%,-16%,-18%,7%,-10%,-7%
COc1ccc(CCC(C)NCc2cccc(Br)c2)cc1 (stereo not drawn),8,0.3,2%,3%,14%,-13%,-3%,-5%
O=S(=O)(Cc1ccc(Cl)cc1)N1CCCCCC1,-4,-1.2,5%,2%,-3%,-4%,7%,5%
CN(CC(=O)O)C(=O)c1ccccc1,0,-0.1,5%,-24%,10%,-14%,-12%,-1%
O=C(NCc1ccc(F)cc1)c1cc(C(=O)C2CC2)c[nH]1,-4,-1.6,-5%,3%,4%,6%,5%,3%
COc1cc(N2CCCC2)c(OC)cc1/C=C(/C#N)c1ccc(F)cc1,-3,1.5,-5%,21%,-6%,-3%,6%,7%
O=C(COC(=O)CCc1nc2ccccc2n1-c1ccccc1)Nc1ccc(N2CCCCC2)cc1,4,-4.2,3%,14%,3%,9%,-27%,-7%
Cn1nc(N)c2ncc(C(Cl)(Cl)Cl)nc21,0,-3.9,7%,-3%,2%,-12%,-7%,-5%
CCCCCC(=O)N1C[C@@H](O)[C@H](n2cc(-c3ccc(F)cc3)nn2)C[C@@H]1c1ccc(Cl)cc1,-9,-1.2,-4%,-8%,-2%,?,16%,1%
CC(C)c1ccc(OCC(=O)NCCO)cc1,1,0.5,-16%,0%,-6%,·,23%,27µM*
O=S(=O)(N1CCCCC1)N1CCNCC1,·,4.6,-9%,11%,10%,-39%,0%,5%
O=[N+]([O-])c1ccc(N/N=C/c2sc(N3CCOCC3)nc2-c2ccccc2)c(S(=O)(=O)Nc2ccccc2Cl)c1,1,0.4,5%,2%,-3%,5%,-7%,?
CCN(CC)S(=O)(=O)c1ccc(S(=O)(=O)Nc2ccc(C(=O)N3CCCC3)cc2)cc1,·,1.1,-18%,6%,-14%,25%,-6%,-3%
CC(OC(=O)c1nn(C)c(=O)c2ccccc12)C(=O)NCc1ccc2c(c1)OCO2 (stereo not drawn),-1,-2.7,-6%,-1%,0%,?,6%,-6%
Cc1onc(-c2ccccc2)c1CNC(=O)Nc1ccc(F)cc1F,1,-2.9,-1%,0%,-1%,-7%,-1%,?
O=C(Nc1ncccn1)c1ccc(C(F)(F)F)cc1,-7,0.1,8%,2%,10%,6%,-10%,0%
CCOCCCNC(=O)c1c[nH]c2cc(C)ccc2c1=O,-1,-1.5,-1%,7%,5%,13%,-2%,-11%
CCOc1ccc(CCNC(=O)c2ccc(=O)[nH]c2)cc1OCC,0,-1.2,10%,-6%,-14%,9%,-2%,-1%
CC1=NN(c2ccccc2)C(=O)C1C(=O)c1ccc(Cl)cc1 (stereo not drawn),-6,2.5,3%,-11%,6%,13%,-29%,-7%
Cc1c(-c2nnc(-c3ccc(C(F)(F)F)cc3)o2)cnn1-c1ccccc1,-4,-0.2,-6%,1%,-2%,-9%,6%,-8%
Cc1ccc(C(=O)c2c(NC(=O)c3cccnc3)sc3c2CCCC3)cc1,8,1.1,-3%,16%,-25%,?,-11%,-4%
COc1ccc(C(=O)NC2CCCc3ccccc32)cc1OC1CCN(C(C)=O)CC1 (stereo not drawn),16,-3.0,-2%,-12%,2%,12%,-9%,-12%
COc1ncccc1C(=O)NC1CCCc2c1cnn2-c1ccc(C)c(C)c1 (stereo not drawn),-9,0.7,-3%,-5%,-13%,37%,-33%[inhibitor],-5%
COc1ccc(-c2nc(CNS(=O)(=O)c3cc(OC)ccc3OC)cs2)cc1,2,-1.8,4%,0%,28%,17%,-9%,-1%
N#Cc1ccc(NCC(=O)Nc2ccc3c(c2)OCCO3)cc1,3,0.6,-6%,11%,9%,-1%,-13%,-7%
O=C(NC(c1ccc(Cl)cc1)c1ccsc1)C1CCN(CCOc2ccc(Cl)cc2)CC1 (stereo not drawn),19,-0.9,6%,-8%,-16%,12%,20%,5%
O=c1cc(CN2CCOCC2)c2cc(Cl)c(O)cc2o1,-15,0.5,1%,-8%,3%,-17%,-17%,2%
COc1ccc(CNC(=O)Cn2cnc3c(OCc4ccccc4)ncnc32)cc1,0,1.3,-3%,8%,-1%,-22%,5%,0%
CC(C)CN(C(=O)COC(=O)CNC(=O)c1ccccc1F)C1CCS(=O)(=O)C1 (stereo not drawn),1,-1.8,4%,5%,5%,2%,7%,-5%
CC(NC(=O)COC(=O)c1cc(Cl)ccc1O)C1CC2CCC1C2 (stereo not drawn),16,0.3,-9%,13%,-13%,-14%,5%,-8%
Cc1noc(C)c1C(=O)Nc1nc(-c2ccc(F)c(F)c2)cs1,0,-3.5,4%,6%,-4%,·,-7%,3%
COc1ccc(CCN2C(=O)NC(NS(=O)(=O)c3ccc(N)cc3)(C(F)(F)F)C2=O)cc1OC (stereo not drawn),5,3.0,-1%,3%,11%,-11%,15%,0%
COc1ccc(OC)c(Nc2cc(C)nc3ccc(C)cc23)c1,-9,-3.5,-10%,6%,1%,6%,0%,-11%
COc1cc(NC(=O)Cc2c(C(=O)O)[nH]c3ccccc23)cc(OC)c1OC,·,-1.5,-13%,6%,10%,3%,17%,-2%
CN1CCC(=O)N([C@H](CC#N)c2ccccc2)CC1,4,-0.5,3%,11%,11%,10%,2%,0%
O=S(=O)(Cc1ccccc1)N1CCN(Cc2ccc(Br)cc2)CC1,-7,-3.3,?,2%,-1%,·,3%,2%
CCOC(=O)c1sc(Nc2ccc(OCC)cc2)nc1C,7,0.1,1%,-6%,-6%,-34%,-8%,3%
Fc1cccc(CCN2CCNC[C@H]2Cc2cccc3ccccc23)c1,1,-0.7,-6%,4%,-11%,25%,-17%,-3%
Cn1cc(CCNC(=O)C2CCC(=O)N(CCc3ccc(Cl)cc3)C2)cn1 (stereo not drawn),8,-2.6,-9%,-7%,-1%,·,11%,1%
CCCNC(=O)c1ccc(N2CCC3(CC2)CC(c2ccccc2)=NO3)c([N+](=O)[O-])c1,-1,-0.2,-2%,8%,-9%,-4%,5%,1%
CCC(C(=O)NC(C)(C)C)N(Cc1ccco1)C(=O)CNS(=O)(=O)c1ccc(OC)cc1 (stereo not drawn),4,1.0,10%,-3%,16%,4%,4%,-7%

# Compound profiles (already shown).
# Shown for COc1cc(NC(=O)Cc2c(C(=O)O)[nH]c3ccccc23)cc(OC)c1OC → PI5P4K alpha inh = ·; IL2 activator = -1.5; WRN inhibitor = -13%; EPAC1 ag = 6%; EPAC1 antag = 10%; FUS yeast rescue = 3%; Abeta yeast res = 17%; PLK1 PBD block = -2%
# Shown for CC(C)CN(C(=O)COC(=O)CNC(=O)c1ccccc1F)C1CCS(=O)(=O)C1 (stereo not drawn) → PI5P4K alpha inh = 1; IL2 activator = -1.8; WRN inhibitor = 4%; EPAC1 ag = 5%; EPAC1 antag = 5%; FUS yeast rescue = 2%; Abeta yeast res = 7%; PLK1 PBD block = -5%

# Next results
SMILES,PI5P4K alpha inh,IL2 activator,WRN inhibitor,EPAC1 ag,EPAC1 antag,FUS yeast rescue,Abeta yeast res,PLK1 PBD block
CC1=C(C(=O)OC(C)C)C(/C=C/c2ccccc2)NC(=O)N1 (stereo not drawn),-4,0.3,5%,2%,8%,-9%,3%,-3%
COc1cccc(/C=N/NC(=O)C(=O)NCc2cccnc2)c1OC,-8,-0.1,-2%,-2%,?,-6%,2%,-8%
O=C(COC(=O)c1ccc(Br)o1)NCc1ccc(Cl)cc1,-4,3.1,-15%,-2%,2%,-9%,4%,5%
CCc1ccc(N2C(=O)C3CCCN3C2=S)cc1 (stereo not drawn),-1,0.0,-2%,10%,1%,-4%,-10%,12µM*
O=C(c1ccco1)N1CCN(Cc2cccc(C(F)(F)F)c2)CC1,0,0.7,-1%,1%,7%,4%,8%,2%
CCc1nc2ccc(C(=O)NCCCn3ccnc3)cn2c1N(C)C(=O)COc1ccccc1,-3,-0.3,8%[57.1 µM],0%,2%,-20%,-6%,-7%
O=C(Nc1cccc(Cl)c1)c1ccc(=O)[nH]n1,4,-1.5,-27%,-4%,-6%,12%,-8%,0%
Cc1ccc(SCCOCCN2CCc3ccccc3C2)cc1,-1,-0.5,6%,7%,3%,-9%,-16%,-5%
COCCCNC(=O)CNC(=S)N(Cc1ccc(F)cc1)C1CCCCC1,·,-0.9,1%,-1%,9%,29%,1%,0%
CCCCOc1ccc(C(=O)N(CC)CC(=O)NCc2cccs2)cc1,4,-4.1,-22%,0%,-3%,36%,-4%,-1%
COC(=O)Cc1cc(=O)n2[nH]c(C)c(-c3ccccc3)c2n1,0,1.4,-10%,-5%,2%,18%,32%,-4%
CC(=O)Nc1ccc(OCCCNC(=O)c2c(-c3ccccc3)noc2C)cc1,-3,-4.5,-2%,-12%,3%,15%,-1%,2%
CCCCn1nnnc1C(c1ccccc1)N1CCCN(Cc2ccc(F)cc2)CC1 (stereo not drawn),10,-0.4,-8%,-2%,7%,5%,-6%,-3%
CC1CN(S(=O)(=O)c2ccc(C(=O)Nc3nccs3)cc2)CC(C)O1 (stereo not drawn),2,0.4,-5%,0%,-12%,2%,-7%,-16%
CN(c1ccccc1)S(=O)(=O)c1cccc(C(=O)N2CCCCCC2)c1,-12,0.3,-7%,0%,-18%,18%,0%,-13%
O=C(NCCN1C(=O)C2C3C=CC(C3)C2C1=O)Nc1cccnc1 (stereo not drawn),8,2.2,6%,-13%,-4%,-25%,-9%,-5%
O=c1c(Cl)c(Cl)cnn1Cc1nnc(-c2ccccc2Br)o1,-57*,-0.3,-35%[57.1 µM],-1%,?,2%,-49%[inhibitor],?
Cc1nc(NC(=O)C(C)(C)C)sc1-c1csc(N)n1,-6,-0.7,6%,1%,6%,36%,8%,-14%

# An unsorted share of the library; overall some 4.1% were active at least once.
